Assay outcomes deposited in PubChem by several laboratories.
TNF death inh: inhibitors of TNF-alpha induced necroptosis in Jurkat FADD-/- cells. Jurkat FADD-/- TNF necroptosis rescue, ATP luminescence, 24 h; 0 = TNF only, 100 = no-TNF cells. activation (protection from cell death), % at 10 µM. 220,000 tested, 0.068% active;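 active = activation, meaning protection from cell death, of at least 50% relative to plate controls; inactive = activation below 50%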;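 also: necroptosis triggered by 40 ng/mL TNF-alpha added together with compound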
TRPML3 agonist: activates the human TRPML3 channel. HEK293 TRPML3-YFP, Fluo-8 calcium fluorescence; 100% = the carbachol control signal. Q8TDD5. AID 1448. activation, % at 3 µM. 220,000 tested, 0.29% active;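 active = activation above its plate's cutoff, the mean activation of the plate's test wells plus 3 SD, cut at about 12% in these data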;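 also: 0% = DMSO only wells and 100% = carbachol wells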
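Test system: HEK293 cells stably carrying human TRPML3-YFP; Doses: single dose, 3 µM final nominal compound, 0.3% DMSO final; Schedule: dye loading 1 h 37 °C then 30 min ambient, 125 s read; Technique: Fluo-8 calcium fluorescence; Benchmarks: high control carbachol 87 µM, low control DMSO.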
EBV gp42 inh: EBV gp42 inhibition; Q1HVG2; Fluorescence polarization binding assay, mP read-out; inhibition, % (tested at 21.74 µM); 220,000 tested, 0.42% active; AID 1085; in the data active = inhibition above about 50%
Target sequence (Q1HVG2 whole entry, looked up): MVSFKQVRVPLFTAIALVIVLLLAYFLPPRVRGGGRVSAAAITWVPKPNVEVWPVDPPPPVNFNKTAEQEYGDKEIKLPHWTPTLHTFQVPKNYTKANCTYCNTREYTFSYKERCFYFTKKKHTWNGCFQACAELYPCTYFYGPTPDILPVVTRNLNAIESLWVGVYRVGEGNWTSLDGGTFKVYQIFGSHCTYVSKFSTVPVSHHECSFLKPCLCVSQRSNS
PPC-1+TRAIL kill: kills PPC-1 cancer cells in the presence of TRAIL. PPC-1 cells + TRAIL, ATPLite viability luminescence. cell killing (% activity), % at 4 µM. 220,000 tested, 0.41% active. AID 1443;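 active = cell killing above 50% in the first pass at 4 µM, then a duplicate retest at 5 µM averaging 50% or more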;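 also: plate controls were cells with TRAIL plus DMSO for no effect and medium-only wells lacking cells for full effect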
CHOP inh: blocks CHOP induction under ER stress; CHO-K1 CHOP-promoter luciferase, tunicamycin-induced, 15-18 h; inhibition, % at 10 µM; 220,000 tested, 3.8% active;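 active = compounds that reduced the stress-induced luciferase reporter signal by more than about 70% of percent inhibition, limit read from the data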;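 also: 0% = tunicamycin plus vehicle and 100% = wells without tunicamycin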
p47phox inh: blocks human p47phox regulatory protein of NADPH oxidases | P14598 | p47phox/p22phox peptide binding, fluorescence polarization, 2 h | inhibition, % at 24.7 µM | 220,000 tested, 0.53% active;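 active = inhibition above about 30%, limit read from the data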;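 also: 0% = p47phox with labelled peptide and 100% = labelled peptide alone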
TRPN1 ag: agonists of zebrafish TRPN1 channel; HEK293 zebrafish TRPN1-YFP, Fluo-8 calcium fluorescence; 100% = response to 87 µM carbachol; activation, % at 3 µM; 220,000 tested, 0.18% active; AID 1424;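 active = activation above its plate's cutoff, the mean activation of test wells on that plate plus 3 SD, cut at about 19% in these data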;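 also: 0% = DMSO alone and 100% = 87 µM carbachol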
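Material – zebrafish TRPN1-YFP in HEK293 cells · Doses – 3 µM single point · Schedule – dye 1 h 37 °C plus 30 min RT · Signal – Fluo-8 calcium fluorescence, excitation 470-495 nm, emission 515-575 nm · Read-out – % activation versus carbachol response · Control set – carbachol high, DMSO low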
Mdm2 ligase inh: inhibitors of human Mdm2 E3 ubiquitin ligase. Q00987. cell-based MDM2 ubiquitination luciferase reporter, 2 h; 0 = plate control, 100 = twice control, blank-subtracted. signal enhancement, % at 5 µM. 210,000 tested, 0.11% active. AID 1230;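 active = signal enhancement of 30% or more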;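 also: luminescence tracks abundance of the self-degrading MDM2-luciferase fusion protein; higher signal means inhibition of MDM2 E3 ligase activity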
Target sequence (Q00987 whole entry, looked up, the tested form may be a part): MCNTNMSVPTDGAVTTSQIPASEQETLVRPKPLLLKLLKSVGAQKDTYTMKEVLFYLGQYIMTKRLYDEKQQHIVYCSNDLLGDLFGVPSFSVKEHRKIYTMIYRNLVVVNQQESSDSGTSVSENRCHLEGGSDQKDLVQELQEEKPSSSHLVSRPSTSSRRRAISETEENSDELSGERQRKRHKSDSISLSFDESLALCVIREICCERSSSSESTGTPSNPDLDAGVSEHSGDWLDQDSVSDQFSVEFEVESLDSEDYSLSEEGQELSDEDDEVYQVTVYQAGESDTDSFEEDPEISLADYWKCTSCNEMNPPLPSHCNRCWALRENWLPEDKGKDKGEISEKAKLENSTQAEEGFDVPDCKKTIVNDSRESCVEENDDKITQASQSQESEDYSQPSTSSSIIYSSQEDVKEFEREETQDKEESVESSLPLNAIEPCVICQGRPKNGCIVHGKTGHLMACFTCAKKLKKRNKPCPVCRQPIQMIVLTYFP
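test system = mammalian cells stably expressing self-ubiquitinating, self-degrading MDM2 E3–luciferase fusion | quantity = 2000 cells/well | incubation = cell settling 4 h, compound treatment 2 h, both 37 °C | signal = luminescence with SteadyLite reagent, 15 min at room temperature | evaluation = % enhancement relative to plate controls after blank subtraction | benchmarks = plate controls and plate blanks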
Runt-SMMHC FRET: inhibitors of human RUNX1 Runt domain binding to CBFb-SMMHC; 220,000 tested, 0.74% active; inhibition, % at 20 µM; Q01196+Q13951; Cerulean-Runt/Venus-CBFb-SMMHC FRET ratio 530/480, 1 h;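 active = mean inhibition across duplicate retests at 20 µM reaching about 50%, limit read from the data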;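 also: 0% = DMSO wells and 100% = wells with excess untagged CBFb-SMMHC; inhibitors lower the FRET ratio by blocking Runt binding to CBFb-SMMHC; some results filed as inactive read as strong as hits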
* marks the source's active call; other numbers are inactive results; · = no result given; & = joins results of further samples; ! = not active in a repeat.

SMILES	TNF death inh	TRPML3 agonist	EBV gp42 inh	PPC-1+TRAIL kill	CHOP inh	p47phox inh	TRPN1 ag	Mdm2 ligase inh	Runt-SMMHC FRET
COc1cccc(C(c2sc3nc(C)nn3c2O)N2CCc3ccccc3C2)c1 (centres undefined)	1.3	0.4	-2	25	33	12	-1.5	-12	0
O=C(O)CCc1nc2ccccc2n(CCc2ccccc2)c1=O	-3.4	0.9	-18	6	16	-71	1.2	-9	-2
CNC(=O)NC(=O)C(C)OC(=O)c1oc2ccccc2c1CSc1ccc(Cl)cc1 (centres undefined)	0.8	0.8	-11	17	98*	-7	-2.0	4	-5
Cn1c(CN2CCCC(C(=O)c3ccc4c(c3)OCO4)C2)nc2ccccc21 (centres undefined)	1.0	-0.1	5	17	18	1	-2.6	-5	1
COc1ccc(COc2ccccc2C(=O)Nc2ccccn2)cc1[N+](=O)[O-]	0.7	0.4	-1	18	41	-10	1.1	3	-20
CCOc1cc(-c2c(C)c(C)nc(N)c2C#N)ccc1O	0.7	0.1	-23	-11	11	-5	-1.5	1	3
Cc1ccc2nc(SC(C(=O)c3ccccc3)c3ccccc3)nc(C)c2c1 (centres undefined)	-1.4	0.9	-18	0	-12	-34	0.3	-8	1
COc1cc(/C=C(\C#N)C(=O)Nc2ccc3ccccc3c2)c([N+](=O)[O-])cc1OC	-1.2	1.8	-1	20	-25	2	0.3	-7	-2
O=c1cc(-c2ccccc2Cl)oc2c(NS(=O)(=O)c3ccccc3C(F)(F)F)ccc(O)c12	2.4	·	-15	0	4	-7	·	6	0
COc1cccc(C(=O)NCCCN2CCN(CCCNC(=O)c3cccc(OC)c3)CC2)c1	2.2	0.7	-17	2	-2	-3	-1.6	-3	-1
Cc1nc2c(C(=O)N3CCN(c4ccccn4)CC3)cnn2c(C)c1Cc1cccc(Cl)c1	-2.6	-0.6	-21	15	12	-3	-0.1	-7	-1
CN(C(=O)CCN1C(=O)c2ccccc2C1=O)C1CCCCC1	0.5	0.7	-7	5	32	-15	-1.1	-7	1
N/C(=N\OC(=O)c1cc(-c2ccccc2)nc2ccccc12)c1cccnc1	-3.8	0.8	-2	14	27	-16	0.0	-5	-6
O=C(O)C1CCN(C(=O)OCc2ccccc2)CC1	-3.1	0.5	2	6	11	1	0.3	-8	-5
COc1cccc(C(=O)NCC(=O)NNc2ncnc(N)c2[N+](=O)[O-])c1	-0.3	1.1	-6	-13	7	·	1.1	1	12
NNC(=O)c1snnc1-c1ccccc1	7.9	0.6	-24	6	-5	-10	1.0	-5	3
O=C(CCc1ccccc1)Nc1cc(C(=O)O)cc(C(=O)O)c1	0.1	1.5	-5	24	-24	6	2.6	-8	3
Cn1c(=O)c(C(=O)COc2ccc(C#N)cc2)c(N)n(Cc2ccccc2)c1=O	0.6	2.0	0	-4	3	-11	4.4	-4	0
Cc1ccc(S(=O)(=O)Nc2c(C)nn(C)c2C)cc1	4.9	0.8	-33	-10	-1	-2	0.3	-7	-2
COCCN(Cc1ccccc1)C(=O)c1c(C)nn(-c2ccccc2)c1C	-0.3	-0.1	-5	9	-14	4	-0.4	-23	-1
NC(N)=Nc1nc(C2COc3ccccc3O2)cs1 (centres undefined)	2.2	1.0	2	18	20	-14	-0.9	-23	2
COC(=O)c1ccccc1OCc1cccc(C)n1	0.7	0.6	-15	-6	19	3	0.8	-10	1
CC(=O)Nc1ccc(-c2ccc(NC(C)=O)c(O)c2)cc1O	-8.0	0.6	-3	13	-14	-8	0.4	-5	-1
Cc1cc(C)nc(NS(=O)(=O)c2ccc(NC(=O)CSc3nc4ccccc4[nH]3)cc2)n1	10	0.0	-2	8	-10	3	0.6	-12	4
O=C1Oc2ccccc2C(=O)/C1=C\N1CCN(c2ccccc2)CC1	-8.6	0.2	-14	-21	3	-171	-0.5	-4	-2

(continued)
SMILES	TNF death inh	TRPML3 agonist	EBV gp42 inh	PPC-1+TRAIL kill	CHOP inh	p47phox inh	TRPN1 ag	Mdm2 ligase inh	Runt-SMMHC FRET
Cc1ccc(C(c2c(C)[nH][nH]c2=O)c2c(C)[nH][nH]c2=O)cc1[N+](=O)[O-]	1.3	0.4	-11	-16	32	2	1.3	-7	4
CN1CCN(CCCN2c3ccccc3Sc3ccc(C(F)(F)F)cc32)CC1	1.3	0.9&-0.5	2&-5	-4&4	96*!	1&5	1.6&-1.1	·	2&-2
Cc1ccc2oc(=O)c3cc(C(=O)NCCN4CCc5ccccc5C4)sc3c2c1	-0.3	0.9	-9	5	26	-8	0.5	·	1
CCOc1ccc(CNC(=O)C2CCN(S(=O)(=O)N3CCCC3)CC2)cc1OC	0.8	0.1	-14	19	-18	-9	0.0	-20	-3
O=C(/C=C/c1ccccc1Cl)N(Cc1ccc(Cl)cc1)C1CCS(=O)(=O)C1 (centres undefined)	4.6	0.5	-6	24	22	-13	1.2	11	6
CC(C)C(NCc1c(Cl)cccc1Cl)C(=O)O (centres undefined)	0.0	1.1	-9	0	24	2	1.1	-4	0
O=C1OC(/C=C/c2ccc(Cl)cc2)=NC/1=C/c1ccco1	0.5	1.1	-34	17	33	-2	0.8	8	-43
COCC1CCCN(C(=O)c2ccc(OC3CCN(Cc4ccccn4)CC3)cc2)C1 (centres undefined)	1.1	1.4	-2	16	-3	4	0.9	6	5
COc1ccccc1-c1ccc(SCc2ccc(F)cc2)nn1	3.9	-1.1	-15	7	-8	-12	-1.5	-12	-2
CCCC(C(=O)O)n1c(O)c(C=C2N=c3ccccc3=N2)sc1=S (centres undefined)	-0.7	0.6	-9	0	4	-8	1.3	-3	-16
CCc1ccc(N2C(=O)C3NN=C(C(=O)OCc4ccccc4)C3C2=O)cc1 (centres undefined)	1.6	0.7	1	18	18	-3	-0.1	-8	2
Cc1cc(NC(=O)CCl)n(-c2nc3ccccc3s2)n1	-2.2	1.2	-16	15	77*	-11	-1.0	1	0
COc1ccc(CCNC(=O)CSc2nn(-c3ccccc3)c(=S)s2)cc1OC	3.9	-1.3	-13	20	-5	-5	-1.0	0	4
CCCCCc1nnc(NC(=O)C(=O)OCC)s1	-0.8	0.8	-20	20	-7	-8	0.0	-6	-4
CC(=O)Nc1ccc(NC(=S)NC(=O)/C=C/c2ccc(Cl)cc2)cc1	7.0	0.9	-5	10	-10	-41	-0.1	3	0
CC1CN(C2CCN(C(=O)COc3ccc(Cl)cc3)CC2)CC(C)O1 (centres undefined)	0.4	1.0	-14	28	-8	-13	-0.9	-12	-2
O=C(NCc1ccc(C(F)(F)F)cc1)C1CC(c2c(Cl)cccc2Cl)=NO1 (centres undefined)	-0.1	-0.2	-6	0	12	0	-0.1	-9	-5
CCc1nc(Nc2ccc(N3CCN(C(C)=O)CC3)cc2)c2oc3ccccc3c2n1	-5.6	-0.2	9	16	40	4	0.4	-28	-2
Cc1ccc(CCSCC(=O)O)cn1	0.2	1.1	-3	45	24	-4	1.7	5	-1
OCCn1c(SCCOc2ccccc2)nc2ccccc21	4.5	-0.4	-19	-9	10	-3	-1.4	-11	1
COc1ccc(C2C3(C#N)C(N)=NC(OC)(OC)C23C#N)cc1 (centres undefined)	-9.4	-0.1	-22	1	19	-14	-0.3	9	-5
Cc1cc(-c2nc(C)c(-c3nnc(SCC(=O)Nc4ccc(Cl)cc4)n3C)s2)no1	4.4	1.7	-6	-4	18	7	-0.4	-13	-1
COc1cccc(NC(=O)COc2ccc(N3CC(C(=O)NCC(C)C)CC3=O)cc2)c1 (centres undefined)	-1.3	-0.1	-10	13	30	-4	0.6	3	0
CC1=CC2=NC(=O)/C(=C/c3coc4ccc(Cl)cc4c3=O)C(=N)N2O1	-1.4	16*	-36	9	20	-12	53*	-7	-168
COc1ccccc1NS(=O)(=O)c1ccc(Cl)c(NC(=O)C(C)N2C(=O)c3ccccc3C2=O)c1 (centres undefined)	1.0	0.1	-5	23	15	-12	-0.6	-4	-2

Next part:
SMILES	TNF death inh	TRPML3 agonist	EBV gp42 inh	PPC-1+TRAIL kill	CHOP inh	p47phox inh	TRPN1 ag	Mdm2 ligase inh	Runt-SMMHC FRET
Cn1c(=O)c2c(nc(Oc3ccc4c(c3)OCO4)n2Cc2ccc(F)cc2)n(C)c1=O	-1.9	0.8	-13	-7	35	5	1.0	-6	-10
CC1CCC(C(C)C)C(OC(=O)CSc2nccc(=O)[nH]2)C1 (centres undefined)	0.4	0.9	-34	32	17	-11	0.5	13	-2
CN(Cc1ccccc1)c1nc2c(c(=O)n(C)c(=O)n2C)n1CCSc1ncccn1	-0.4	1.4	-10	-3	-15	-12	-0.8	-10	4
COCCn1c(-c2ccco2)csc1=Nc1cccnc1	0.3	1.1	-17	12	-13	-46	-0.8	-13	-4
CC(Sc1ncnc2ccccc12)C(=O)Nc1ccc2c(c1)OCCO2 (centres undefined)	1.4	2.8	-28	16	33	-20	4.1	-17	-2
O=C(/C=C/c1cnc2ccccc2n1)NC12CC3CC(CC(C3)C1)C2	2.8	-1.5	-27	23	-11	-26	-1.6	-35	-6
O=C(O)C1C2CC2CN1C(=O)c1ccc(Cl)cc1Cl (centres undefined)	-0.1	0.7	-6	3	11	-16	0.2	-9	-2
O=c1ccn(Cc2ccc(F)cc2)c2ccnc(C(F)(F)F)c12	1.5	1.7	-9	10	25	-4	3.9	-5	0
Cc1sc2nc(COC(=O)c3ccc(O)cc3)[nH]c(=O)c2c1C	2.9	0.3	-10	6	8	-22	-0.1	-10	-1
O=C(N/N=C/c1ccc(OCc2ccccc2)cc1)c1ccc(O)cc1	0.1	-0.6	-4	-2	-38	-30	-1.1	-14	2
O=C(CCc1ccc(O)cc1)c1c(O)cc(O)cc1O	-1.5	·	-1	-2	12&-16	-23	·	-14	1
CCN(C(=O)CN1CCCCC1)C1(C)C(=O)c2ccccc2C1=O	2.0	0.6	-9	30	2	2	-0.3	-12	-6
N#C/C(=C\N1CCCCC1)S(=O)(=O)c1ccc(Cl)cc1	-0.3	0.8	-13	-2	-3	4	1.9	-6	2
CCOC(=O)N1CCC(Nc2nc3ccccc3n3nnnc23)CC1	0.1	1.0	31	11	-16	-14	1.5	14	14
C#CCSc1nnc(CSc2nc3ccccc3s2)n1-c1ccccc1	-0.6	-0.1	-20	14	30	-34	-0.5	-3	1
